# Compound activity as filed in PubChem.
# GPR151 ag: activates the human receptor GPR151; AID 1508602; actives 1% (n = 650,000); PathHunter beta-arrestin GPR151 cells, luminescence; Q8TDV0; activation, % at 11.2 µM; in the data active means activation above about 4.9%;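 further: 0% = median of compound wells and 100% = cells with positive control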
# MITF inh: inhibitors of human MITF | AID 1259374 | AlphaScreen MITF homodimerization, bead proximity signal | inhibition, % at 2.6 µM | actives 0.91% (n = 650,000) | O75030; in the data active means inhibition above about 50%;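 further: 0% = vehicle wells with protein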
# FBW7 act: human FBW7 E3 ligase activation, primary screen; actives 0.13% (n = 650,000); normalized activity (activation), % at 26.1 µM; AID 1259310; AlphaScreen FBW7–phospho-cyclin E peptide binding, activator screen; in the data active means normalized activity above about 1.9%;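 further: purified mutant Fbw7 with reduced substrate affinity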
# Target sequence (Q969H0 whole entry, looked up): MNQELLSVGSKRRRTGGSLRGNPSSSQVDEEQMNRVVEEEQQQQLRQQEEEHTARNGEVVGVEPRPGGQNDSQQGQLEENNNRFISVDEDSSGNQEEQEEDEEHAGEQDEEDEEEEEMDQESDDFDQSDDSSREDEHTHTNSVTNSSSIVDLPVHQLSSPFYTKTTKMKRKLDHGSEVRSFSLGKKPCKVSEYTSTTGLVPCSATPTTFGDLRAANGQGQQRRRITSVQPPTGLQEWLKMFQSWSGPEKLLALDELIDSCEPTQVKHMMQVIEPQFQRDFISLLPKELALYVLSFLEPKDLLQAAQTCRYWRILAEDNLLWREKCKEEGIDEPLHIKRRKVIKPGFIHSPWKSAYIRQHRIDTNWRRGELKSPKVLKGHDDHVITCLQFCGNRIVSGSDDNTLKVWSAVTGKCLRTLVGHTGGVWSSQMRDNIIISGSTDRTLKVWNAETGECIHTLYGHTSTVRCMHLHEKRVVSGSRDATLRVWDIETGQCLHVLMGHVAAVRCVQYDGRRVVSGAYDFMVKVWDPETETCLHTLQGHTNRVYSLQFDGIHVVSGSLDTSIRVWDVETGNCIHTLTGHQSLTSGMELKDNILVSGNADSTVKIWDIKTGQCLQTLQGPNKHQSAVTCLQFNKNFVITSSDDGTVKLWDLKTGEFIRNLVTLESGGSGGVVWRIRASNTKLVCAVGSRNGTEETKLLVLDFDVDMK
# TEAD-YAP block: TEAD-YAP interaction inhibition; AID 1259422; HEK-TIYL cells, TEAD-Gal4/YAP UAS-luciferase luminescence; actives 1.4% (n = 640,000); inhibition, % at 9.12 µM; in the data active means inhibition above about 32%;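 further: 0% = median of test compound wells and 100% = reference inhibitor wells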
# Starred values were filed as active, the others as inactive; . = no result given; & = joins results of further samples.
SMILES,GPR151 ag,MITF inh,FBW7 act,TEAD-YAP block
CCOc1ccc(N2C(=O)/C(=C\c3ccccc3OC)N=C2c2ccc(OC)c(OC)c2)cc1,-0.2,-1.9,0.0,-1.9
CC1=CC(C)(C)N2C(=O)C(=O)c3cc(OS(=O)(=O)c4ccc(C)cc4)cc1c32,-0.3,31.6,-0.6,12.2
COc1ccc(NC(=O)/C(C#N)=C/c2c(C)nn(-c3ccccc3)c2Cl)cc1,2.5,2.4,0.0,-1.9
CCC[C@@H]1NC(=O)[C@@H]2C[C@H](NC(=O)Nc3ccc(Cl)cc3)CN2C1=O,0.1,6.8,0.1,2.9
COc1ccccc1N1CCN(C2CCCN(S(=O)(=O)C(C)C)C2)CC1 (configuration not stated),0.1,19.8,0.0,-2.1
CCOC(=O)C1(CCOc2ccccc2)CCN(C(=O)c2cc[n+]([O-])cc2)CC1,0.2,-4.5,-0.1,1.0
Nc1nnc(SCC(=O)N2CCN(S(=O)(=O)c3ccc(Cl)cc3)CC2)s1,0.8,15.5,0.5,1.8
CC(Sc1nnc(Cc2ccc3c(c2)OCO3)o1)C(N)=O (configuration not stated),-0.6,12.3,1.1,-12.0
O=C(CN1C(=O)CC(c2ccco2)Sc2ccccc21)Nc1cccc(Cl)c1 (configuration not stated),-0.4,2.6,0.1,4.4
O=C(c1cc(=O)c2ccccc2o1)N1CCN(C(=O)[C@@H]2C[C@H]2c2cccs2)CC1,-1.7,2.5,0.1,-1.6
O=C1c2ccccc2C(=O)N1c1cccc(-c2csc(=Nc3ccccc3)n2CCO)c1,-0.6,8.6,-0.1,2.5
Cc1ccc2oc(=O)c3cc(C(=O)N4CCN(C)CC4)sc3c2c1,0.7,13.3,0.2,0.6
C/C(=N/OC(=O)c1cccc(C(F)(F)F)c1)c1cnccn1,-1.1,-13.1,0.1,-5.8
COc1ccc(/C=C2\C=C(c3ccccc3)N(c3ccc(Cl)c(Cl)c3)C2=O)cc1Br,0.8,16.2,0.4,-1.6
COC(=O)c1ccccc1NC(=O)c1nc(-c2ccncc2)no1,-2.8,2.1,-0.1,-1.3
C=C(C)C1CC(NC(=O)OC)=C(C(C)=O)C1 (configuration not stated),0.1,10.9,0.1,7.9
CC(NC(=S)N1CCN(C(=O)c2ccco2)CC1)C12CC3CC(CC(C3)C1)C2 (configuration not stated),0.8,-20.2,0.1,-2.2
Cc1cccn2cc(-c3cccc(NC(=O)c4cc5ccccc5oc4=O)c3)nc12,1.6,-58.5,0.1,-16.2
Cc1cccc(NC(=O)CSc2ncccn2)c1C,0.2,-4.4,0.8,-5.9
N#CCCN(CCC#N)S(=O)(=O)c1ccc(C(=O)Nc2nnc(-c3ccco3)o2)cc1,3.7,22.1,-0.1,4.9

# Entries of single compounds from above.
# COc1ccccc1N1CCN(C2CCCN(S(=O)(=O)C(C)C)C2)CC1 (configuration not stated) reads GPR151 ag = 0.1; MITF inh = 19.8; FBW7 act = 0.0; TEAD-YAP block = -2.1
# CC1=CC(C)(C)N2C(=O)C(=O)c3cc(OS(=O)(=O)c4ccc(C)cc4)cc1c32 reads GPR151 ag = -0.3; MITF inh = 31.6; FBW7 act = -0.6; TEAD-YAP block = 12.2

# More entries.
SMILES,GPR151 ag,MITF inh,FBW7 act,TEAD-YAP block
O=S(=O)(c1ccc(OC(F)(F)F)cc1)N1CCN(c2ncccn2)CC1,-0.1,-0.5,0.0,-5.5
CCOC(=O)C1=C(C)N=c2s/c(=C\c3cc(C)n(-c4ccc(Br)cc4)c3C)c(=O)n2C1c1ccc(C)cc1 (configuration not stated),-1.0,6.2,0.1,-9.4
CS(=O)(=O)NCC1CCC(C(=O)NCCC(c2ccccc2)c2ccccc2)CC1 (configuration not stated),-1.0,-1.4,0.1,-0.3
COc1ccc(C(C)(C)C)cc1NC(=O)c1ccoc1C,3.1,0.6,0.1,4.5
CCOC(=O)c1cnc(-c2ccccc2)nc1C(F)(F)F,0.8,-5.8,0.0,-7.6
O=c1c2c3c(sc2ncn1Cc1cccc(Cl)c1)CC(NCCCO)CC3 (configuration not stated),-0.2,6.6,0.0,3.2
COc1ccc(C2(CNS(=O)(=O)Cc3ccc(F)cc3)CCCC2)cc1,2.8,-0.2,-0.1,-14.8
O=C(Nc1cccc(Cl)c1Cl)c1cc2nc(-c3ccc4c(c3)OCO4)cc(C(F)(F)F)n2n1,0.2,14.3,-0.1,-5.9
CN1CCOCCOCCN(C)CCOCCOCC1,1.2,-11.4,-0.2,-5.1
COCCN(C(=O)C1CCC1)c1nnc(-c2cccnc2)s1,-0.4,9.9,-0.1,3.4
COc1ccc(OC)c(Nc2nc3nonc3nc2N2CCCCC2)c1,0.3,7.0,0.2,10.1
CCOC(=O)c1c(NC(=O)CSc2nnc(CNC(=O)Cc3ccc(OC)cc3)n2-c2cccc(C(F)(F)F)c2)sc2c1CCC2,1.4,8.7,-0.1,-21.2
O=C(N[C@H]1C[C@H]2C(=O)N3CCC[C@H]3C(=O)N2C1)c1ccc2ccccc2c1,0.7,-1.7,-0.1,-5.7
Cc1ccc(OCCn2cnc3ccccc3c2=O)c(Br)c1,-0.5,-2.9,-0.3,16.1
Cc1ccc(C(=O)O)cc1NS(=O)(=O)c1cccc2nsnc12,-2.0&1.7,20.0&14.0,0.3&0.3,-0.3&-1.3
Cc1ccc(S(=O)(=O)n2nc(-c3ccccc3)cc2N)cc1,-1.9,0.9,-0.1,4.7
O=C(Cc1ccccc1)Nc1nnc(Cc2ccc(Cl)c(Cl)c2)s1,0.6,-6.4,-0.1,11.1
Cc1cc(=O)[nH]c(N/N=C/c2cccc(OCc3ccccc3)c2)n1,0.8,1.8,0.0,-3.2
CC(NC(=O)c1ccc(Cl)c([N+](=O)[O-])c1)c1ccccc1 (configuration not stated),1.4,-3.7,0.1,16.6
C=CCN1c2ccccc2[C@]23CCC(=O)N(CCc4ccccn4)C2=NC(C(=O)OC)=C(C(=O)OC)[C@H]13,1.3,-13.1,0.0,.

# Brought forward from above: two compounds, then new ones.
SMILES,GPR151 ag,MITF inh,FBW7 act,TEAD-YAP block
CC(NC(=O)c1ccc(Cl)c([N+](=O)[O-])c1)c1ccccc1 (configuration not stated),1.4,-3.7,0.1,16.6
C=CCN1c2ccccc2[C@]23CCC(=O)N(CCc4ccccn4)C2=NC(C(=O)OC)=C(C(=O)OC)[C@H]13,1.3,-13.1,0.0,.
CCCN(CCC)C(=O)c1cccc(Br)c1,2.6,-3.5,0.1,-6.4
CCCCOc1ccc(/C=c2\sc3nc(-c4ccc(Br)cc4)nn3c2=O)cc1,0.2,12.2,0.1,-5.9
O=c1oc(-c2ccccc2[N+](=O)[O-])nc2ccccc12,-1.7,-2.3,0.1,4.8
Cc1cccc(NC(=O)CN2C(=O)c3ccccc3C2=O)n1,0.4,7.4,0.5,5.5
COC(=O)c1ccc(CN2CC(C)OC(C)C2)cc1 (configuration not stated),-0.6,-2.7,0.0,5.8
O=C(CSc1nnc(CNC(=O)c2ccco2)n1-c1cccc(C(F)(F)F)c1)Nc1ccc(F)cc1,-2.0,4.0,0.0,5.5
CCN(C(=O)Cn1nc(C(=O)O)c2ccccc2c1=O)C1CCCCC1,0.5,-5.3,-0.2,-1.7
CC(=O)Nc1nnc(SCc2ccc(F)cc2)s1,-0.8,14.6,0.3,-24.2
CCCS(=O)(=O)NCc1c(C)ncc2c1CCN(C(=O)c1ccc(NC(C)=O)cc1)C2,-0.1,9.1,0.2,-18.1
CC(=O)c1cccc(NC(=O)C(C)n2c(C)c3cnn(-c4ccccc4)c(=O)c3c2C)c1 (configuration not stated),0.5,-9.8,-0.3,1.4
COc1cc(C2NC(=O)NC(O)(C(F)(F)F)C2C(C)=O)cc(OC)c1OC (configuration not stated),0.3,10.5,0.0,3.2
CNS(=O)(=O)c1ccc(C)c(-c2nnc3c4ccccc4c(C)nn23)c1,0.7,-8.6,0.0,-2.9
O=C(c1cccc(F)c1F)N1CCN(c2ccc(F)cc2[N+](=O)[O-])CC1,1.8,2.3,0.1,10.7
CCc1cc2c(cc(C(=O)OC)n2CC(=O)Nc2ccc(OC)cc2OC)s1,1.2,0.5,-0.1,5.6
O=C(NCC1CCCCC1)N1c2ccccc2Sc2ccccc21,-1.2,7.7,0.0,0.5
CCN(CC)S(=O)(=O)c1ccc2c(c1)C(=O)c1ccccc1C2=O,-0.3,11.4,-0.7,-22.6
COc1cc(OC)cc(-c2cc3nc(C)c(CCC(=O)NCc4ccccc4)c(C)n3n2)c1,-0.6,-7.4,0.2,39.4*
CCOC(=O)/C(C#N)=C(\O)c1ccc(NC(=O)c2ccc(N3CCOCC3)c([N+](=O)[O-])c2)cc1,0.0,15.0,0.0,11.1
Cc1ccccc1-c1nc2cc(NC(=O)c3ccc(Cl)c(Cl)c3)ccc2o1,-0.4,-10.6,0.0,7.0
CC(Cc1cccc(C(F)(F)F)c1)NN1CCN(C)CC1 (configuration not stated),1.3,-0.4,0.0,1.1
CC1CCN(CCCN2C(=O)C3C(C(=O)Nc4cccc(Cl)c4)C4C=CC3(O4)C2C(=O)NC2CCCC(C)C2C)CC1 (configuration not stated),2.7,-0.8,0.0,1.4
CCOC(=O)c1cc(C)sc1NC(=O)c1ccccc1Cl,-0.3,8.4,0.7,-1.4
COc1cccc(NC(=O)CSc2nc3ccccc3c(=O)n2CCN2CCOCC2)c1,0.9,-0.6,0.0,-5.0
COc1ccc2nc(SCC(=O)N3c4ccccc4C(C)=CC3(C)C)nc(C)c2c1,1.1,3.2,0.3,0.0
CCc1ccccc1N1C(=O)C2C3C=CC(C4CC34)C2C1=O (configuration not stated),-0.3,-2.2,0.1,2.2
CCCSc1nnc(NC(=O)c2nc(S(=O)(=O)CC)ncc2Cl)s1,-1.3,-3.8,0.0,-4.5
CCc1ccc(CN2CCC(n3nccc3NC(=O)c3ccc4c(c3)OCO4)CC2)cc1,-0.4,-9.6,0.2,10.3
COc1ccccc1OCCNC(=O)CSc1ccc(C(F)(F)F)cc1[N+](=O)[O-],-0.2,8.5,0.1,3.7
FC(F)(F)c1c2c(nc3cc(-c4ccc(Br)cc4)nn13)CCCC2,0.4,1.9,0.2,8.9
CCc1cc(C(=O)Cc2ccc(F)cc2)c(O)cc1O,-0.6,5.5,0.2,-4.2
COCCCN(C(=S)NC(=O)C1CC1)c1c(N)n(Cc2ccccc2)c(=O)[nH]c1=O,0.4,1.2,-0.1,5.3
O=C(Nc1ccc2c(c1)OCCO2)C1CCCO1 (configuration not stated),-0.9,-0.4,-0.1,-17.6
c1ccc(-c2cn(-c3ccccc3)c3ncnc(N4CCCC4)c23)cc1,0.3,1.7,0.2,3.9
O=C(/C=C/c1ccco1)N1CCN(c2ccc(Nc3cccnc3)nn2)CC1,0.3,5.2,-0.3,13.7
COc1ccc(-c2nnc(SC)n2C)cc1,2.2,1.7,-0.2,1.1
O=C(Cc1ccccc1)Nn1c(SCc2cccc(Cl)c2)nc2ccccc2c1=O,2.6,-8.1,-0.1,3.3
COc1ccc(C(=O)NNC(=O)[C@@H](NC(=O)c2ccc(C(C)(C)C)cc2)C(C)C)cc1,-1.2,12.2,0.8,-22.4
CCn1c2cc(C)sc2c2cnn(CC(=O)NCc3ccc4c(c3)OCO4)c(=O)c21,0.0,4.0,0.9,-12.1
CC(=O)N1CCc2cc(Br)cc(S(=O)(=O)N3CCN(C(c4ccccc4)c4ccc(Cl)cc4)CC3)c21 (configuration not stated),1.1,4.0,0.1,3.5
O=C(CSc1nnc(CNC(=O)c2ccccc2)o1)NCCc1ccccc1,-0.2,1.0,-0.2,3.5
CCCCCn1c(N2CCN(c3ccc(OC)cc3)CC2)nc2c1c(=O)[nH]c(=O)n2C,-1.0,-9.3,-0.2,6.7
COc1ccc(/C(O)=C2\C(=O)C(=O)N(CCN3CCNCC3)C2c2ccc(C)cc2)cc1 (configuration not stated),0.1,8.9,0.0,13.9
N#C/C(C(N)=O)=C(/O)C(=O)/C=C(\O)c1ccc(Cl)cc1,-2.6,6.0,0.5,17.6
CCCCn1c(=O)c2c(nc3n2CC(C)CN3c2cccc(Cl)c2)n(C)c1=O (configuration not stated),0.0,-8.0,0.0,-5.9
COc1ccc(S(=O)(=O)N2CCC(C(=O)O)CC2)cc1[N+](=O)[O-],0.5,13.0,-0.1,-2.1
Cc1onc(-c2ccccc2Cl)c1C(=O)OCC(=O)c1ccc([N+](=O)[O-])cc1,-0.9,8.3,-0.2,8.9
CCOc1ccc2nc(NC(=O)NC3CCCCC3)sc2c1,0.9,5.9,0.1,-4.3
CCOC(=O)CSc1nc2c(sc(=S)n2-c2ccccc2C)c(=O)n1-c1ccc(F)cc1,0.5,14.9,0.4,-4.5
COc1ccc(-n2cc(-c3ccc(OC)c(OC)c3)[nH]c2=O)cc1,2.6,1.7,0.1,6.3
COc1cccc(CN2CCN(Cc3cc(C(C)C)n[nH]3)CC2CCO)c1 (configuration not stated),-0.1,-3.4,0.0,7.0
COc1ccccc1-c1cnc2[nH]c(=O)n(C3CCCCC3)c2n1,-0.7,13.1,-0.5,-6.6

# Filtered by structure, those above with a COOH group (3)
SMILES,GPR151 ag,MITF inh,FBW7 act,TEAD-YAP block
Cc1ccc(C(=O)O)cc1NS(=O)(=O)c1cccc2nsnc12,-2.0&1.7,20.0&14.0,0.3&0.3,-0.3&-1.3
CCN(C(=O)Cn1nc(C(=O)O)c2ccccc2c1=O)C1CCCCC1,0.5,-5.3,-0.2,-1.7
COc1ccc(S(=O)(=O)N2CCC(C(=O)O)CC2)cc1[N+](=O)[O-],0.5,13.0,-0.1,-2.1
